Cardio protect: modulators protecting cardiomyocytes from myocardial damage; H9c2 cardiomyocytes, H2O2 injury protection, ATPLite, 2 h; protection from H2O2 cell death, % at 20 µM; actives 0.63% (n = 360,000);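 active means compounds giving at least 50% protection of heart cells from peroxide-induced death in the single-dose screen, raw or plate-pattern-corrected value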;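 further: 0% = DMSO wells with peroxide and 100% = DMSO wells without peroxide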
MC4R barr agon: agonists of human melanocortin 4 receptor (MC4R) beta-arrestin; U2OS MC4R beta-arrestin complementation, luminescence; percent of melanotan II response, DMSO zero; AID 540308; actives 0.98% (n = 360,000); activation, % at 8.9 µM; P32245;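 active means activation above a per-plate cutoff, the mean activation of sample wells on that plate plus 3 SD, cut at about 8% in these data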
MC4R antagonist: antagonists of human melanocortin 4 receptor (MC4R); MC4R-expressing cells, MTII-stimulated cAMP, LANCE TR-FRET; P32245; actives 0.48% (n = 360,000); inhibition, % at 6.5 µM;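 active means inhibition above its plate's cutoff, the mean of tested wells on that plate plus 3 SD, cut at about 29% in these data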;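 further: 0% = Melanotan II alone and 100% = Melanotan II plus saturating MCL0020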
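Test system: U2OS cells stably expressing human melanocortin 4 receptor (MC4R); also added: Melanotan II challenge; compound: 6.5 µM single dose; timing: 30-min compound preincubation, 1-h Melanotan II challenge, 1-h detection, room temperature; signal: Eu-cAMP/anti-cAMP TR-FRET, emission 671 nm; repeats: one well per compound, no replicates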
TLR9-MyD88 inh: TLR9-MyD88 interaction inhibition; Q9NR96+Q99836; CHO BLA complementation TLR9-MyD88, CCF4 FRET ratio; inhibition, % at 4.98 µM; actives 0.21% (n = 340,000); AID 504734;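 active means inhibition above the mean over all tested compounds plus 3 SD, cut at about 21% in these data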;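 further: 0% = DMSO only wells and 100% = clavulanate BLA inhibitor control wells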
NOD2-RIPK2 inh: inhibitors of human NOD2-RIPK2 interaction. O43353. CHO BLA complementation NOD2-RIPK2, CCF4 ratio. inhibition, % at 4.98 µM. actives 0.38% (n = 360,000); in the data active means inhibition above about 21%;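 further: 0% = vehicle only and 100% = reference blocker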
m5-HT2A agonist: activates the mouse 5-HT2A serotonin receptor; activation, % at 7.6 µM; P35363; CHO-K1 mHTR2A beta-arrestin complementation, luminescence; percent of 30 µM serotonin response; actives 0.66% (n = 360,000);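 active means activation above a run cutoff, the mean activation of all tested compounds plus 3 SD, cut at about 14% in these data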;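 further: 0% = plate median of compound wells and 100% = 30 µM serotonin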
SRC2 inh: human SRC2 (NCOA2) inhibition; HEK293 GAL4-SRC2 luciferase reporter, luminescence; AID 651957; actives 0.17% (n = 370,000); inhibition, % at 9 µM;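 active means inhibition above the mean inhibition of all tested compounds plus 3 SD, set per campaign, cut at about 52% in these data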;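 further: 0% = DMSO treated cells and 100% = cells given Gossypol at 36 µM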
ABHD5-PLIN5 inh: blocks binding of human ABHD5 to perilipin-5; Q00G26+Q8WTS1; Split G. princeps luciferase complementation, luminescence, 4 h; inhibition, % at 4 µM; actives 0.78% (n = 360,000); AID 602281;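 active means inhibition above the mean inhibition across every tested compound plus 3 SD, cut at about 22% in these data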;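 further: 0% = DMSO only wells and the 100% control is not disclosed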
Glyco luc inh: N-linked glycosylation inhibition; D54 ERlucT glycosylation luciferase reporter, 24 h; percent of 100 nM tunicamycin response; reporter increase, % at 12.5 µM; actives 0.23% (n = 360,000); AID 588692;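 active means mean luciferase reporter signal, scaled so untreated is 0 and the glycosylation-blocking control 100, at or above a set limit in every replicate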;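 further: luciferase carries N-glycosylation sites so blocking glycosylation raises the light; 0% = median of neutral control wells and 100% = median of 100 nM tunicamycin wells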
ABCB6 inh MLPCN: blocks the human ABCB6 transporter. actives 0.19% (n = 360,000). Q9NP58. fluorescence ratio to DMSO, % at 10 µM. K562-ABCB6 porphyrin accumulation, flow cytometry, 1 h; active compounds read low;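 active means fluorescence ratio to DMSO below 75%, the collection mean minus 3 SD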;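 further: signal is porphyrin accumulated inside mitochondria; 100% equals median channel fluorescence of DMSO control wells; lower ratio means ABCB6 inhibition with less porphyrin fluorescence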
* marks the source's active call; other numbers are inactive results; . = not tested or not shown; & = joins results of further samples. Only part of the results is shown; count on the stated rates, not on these rows.

Sequence of screens – Cardio protect	MC4R barr agon	MC4R antagonist	TLR9-MyD88 inh	NOD2-RIPK2 inh	m5-HT2A agonist	SRC2 inh	ABHD5-PLIN5 inh	Glyco luc inh	ABCB6 inh MLPCN
- Cc1nc2ccccc2cc1C(=O)N/N=C/c1ccco1
→ 5	-1.9	5	4	8	1	8	-2	3	103
- COc1ccc(C2N(c3cc(Cl)ccc3OC)C(=O)C3CCCN32)cc1 (centres undefined)
→ 14	-1.6	-1	-1	-4	-1	-15	-4	0	98
- COc1ccc(OC)c(NC(=O)CSc2nc3c(c(=O)n(C)c(=O)n3C)n2C)c1
→ -1	-2.7	-3	-6	-4	0	-11	-3	0	98
- COc1ccc(S(=O)(=O)N2CCCCC2C)cc1 (centres undefined)
→ 0	-2.0	2	-3	-6	-4	-4	-9	-1	95
- CCN1CCN(C(C(=O)NC2CCCC2)c2ccc(Cl)cc2)CC1 (centres undefined)
→ 14	-0.4	-1	4	-8	12	-11	0	-1	98
- Cc1ccsc1C(=O)Nc1nnc(-c2ccco2)o1
→ 2	-2.2	-1	5	8	2	-25	0	1	93
- Cc1cccc(NC(=O)C2CC(=O)N(c3ccc4c(c3)OCCO4)C2)n1 (centres undefined)
→ 4	-2.5	23	4	1	-11	-11	-9	1	97
- Cc1ccc(S(=O)(=O)NCCCNC(=O)OCc2ccccc2)cc1
→ -3	-0.5	1	0	-3	2	17	2	-2	96
- Cc1ccc(NC(=O)CSc2nc(-c3ccco3)cc(C(F)(F)F)n2)cc1C
→ -10	24*	-21	0	-4	0	-1	6	11	99
- CC1(C(=O)NCc2ccccc2)CN(S(C)(=O)=O)CC(=O)N1CCCN1CCOCC1 (centres undefined)
→ .	.	.	.	-9	0	3	-4	.	.

As entered above:
In MC4R antagonist, `Cc1cccc(NC(=O)C2CC(=O)N(c3ccc4c(c3)OCCO4)C2)n1` (centres undefined) is entered as 23
In SRC2 inh, `COc1ccc(C2N(c3cc(Cl)ccc3OC)C(=O)C3CCCN32)cc1` (centres undefined) is entered as -15
In Cardio protect, `Cc1ccc(S(=O)(=O)NCCCNC(=O)OCc2ccccc2)cc1` is entered as -3

New compounds follow
Sequence of screens – Cardio protect	MC4R barr agon	MC4R antagonist	TLR9-MyD88 inh	NOD2-RIPK2 inh	m5-HT2A agonist	SRC2 inh	ABHD5-PLIN5 inh	Glyco luc inh	ABCB6 inh MLPCN
- C[N+](C)(C)CCCCCCCCCC[N+](C)(C)C
→ 8	0.1	2	-10	-12	-1	-5	5	0	93
- C=CCn1c(=O)c2c(nc3n2CCCN3Cc2ccccc2)n(C)c1=O
→ 1	-0.6	-11	1	7	7	-3	-4	3	101
- CCCCCCCCN1C(=O)[C@H](CC(=O)NCc2cccc3ccccc23)C[C@@]2(C(=O)OCC)CCCC=C12
→ .	.	.	.	-12	-4	10	11	.	95
- COc1ccccc1C(=O)N/C(=C/c1ccccc1)C(=O)Nc1ccc(C(=O)O)cc1
→ 4	2.5	15	0	12	-1	-11	-4	1	105
- O=C(COc1coc(CN2CCN(c3ccc(F)cc3)CC2)cc1=O)NC1CCCCC1
→ -2	0.2	6	12	0	-1	17	2	-2	94
- CCOc1cc(C(=O)NCc2nnc(SCC(=O)OC)n2C)cc(OCC)c1OCC
→ -2	-0.7	9	3	3	-2	15	-3	0	102
- CC(OCC(O)CNCC1COc2ccccc2O1)c1ccc(Cl)cc1 (centres undefined)
→ -1	2.0	9	-7	1	-2	7	10	-3	99
- CCC(CO)Nc1nc2ccc(Cl)cc2c2ccccc12 (centres undefined)
→ -3	-0.9	-2	-3	1	2	3	3	2	97
- CCc1ccc(NC(=O)CSc2nnc(-c3ccccn3)n2C)cc1
→ 0	-0.4	-1	2	1	3	-8	6	4	97
- N#C/C(=C\c1c[nH]c2ccccc12)C(=O)NC1CC1
→ -9	-1.3	-7	3	-4	2	-100	1	0	100
- CCOC(=O)N1CCN(Cc2ccccn2)CC1
→ 20	1.3	-3	2	-12	4	9	0	2	103
- C/C(N)=C(/C#N)C(=O)CSc1nc2ccccc2c(=O)n1CCCO
→ 6	-0.3	-17	-3	6	2	9	1	4	94
- Oc1ccc(Cl)cc1N=Nc1ccccc1
→ 1	-0.2	18	4	3	2	19	-1	2	98
- O=C(O)CCC(=O)N1CCN(Cc2ccc3c(c2)OCO3)CC1
→ 4	1.7	-2	-3	5	5	6	-4	1	99
- CC(=O)Nc1ccc(S(=O)(=O)Nc2nc3ccccc3nc2Nc2ccc(N)cc2)cc1
→ -14	-0.1	15	4	8	-2	26	5	3	109
- Cc1ccc(N(C)S(=O)(=O)c2cccc(C(=O)Nc3nnc(C4CC4)s3)c2)cc1
→ 3	0.9	15	7	6	-1	11	-1	-2	92
- Cc1nnc(SCC(=O)NNC(=O)c2ccco2)n1-c1ccccc1
→ 5	-0.3	15	0	-9	4	-7	0	1	99
- Cc1nn(Cc2ccccc2)c(C)c1CNC(=O)[C@H](C)N=C1NS(=O)(=O)c2ccccc21
→ 13	0.9	18	3	-9	2	-19	-7	0	100
- COc1ccc(NC(=O)c2ccc(-c3ccc(C(C)=O)cc3)o2)cn1
→ 17	-0.2	4	-6	-7	-2	-34	3	2	96
- Cc1ccc(-c2cc(C(=O)N/N=C/c3cccnc3)n[nH]2)o1
→ 4	-1.9	-5	-6	-6	-1	-10	4	0	96
- CC1CCCN(CC(=O)N2c3ccccc3Sc3ccccc32)C1 (centres undefined)
→ -3	-1.3	-6	-14	2	-4	3	10	-3	97
- COc1ccccc1N1CCN(c2ncnc3n[nH]c(Br)c23)CC1
→ .	.	.	.	-8	5	20	-3	.	100
- CCOC(=O)c1[nH]c2ccc(OC)cc2c1NC(=S)N1CCN(c2cccc(C)c2C)CC1
→ 28	1.9	-2	6	-7	1	-34	-4	0	103
- COC(=O)/C(=C\c1ccc([N+](=O)[O-])cc1)NC(=O)c1ccccc1
→ 4	-0.6	3	-8	-2	-2	-5	7	0	97
- CCOC(=O)N(C)c1c(CC)nc2c(OCc3cc(Cl)cc(Cl)c3)cccn12
→ 1	-0.8	7	.	15	-5	21	7	-2	95
- c1ccc(CCCCN2C(Nc3ccccc3)=NC[C@@H]2Cc2ccccc2)cc1
→ -12	0.2	2	-1	2	-8	16	12	4	97
- COc1cccc(CSc2ccc(S(=O)(=O)N3CCOCC3)cc2C(=O)NCC2CCCO2)c1OC (centres undefined)
→ -7	-1.7	2	3	-8	2	-32	6	1	98
- CCN(Cc1ccc(C#CCCO)cc1)CC1CCCN(CCc2cccc(OC)c2)C1 (centres undefined)
→ -6	-0.7	-7	6	8	-6	3	-3	-1	101
- COc1ccc(C2C(C(=O)c3sc(C)nc3C)=C(O)C(=O)N2CCN2CCOCC2)cc1 (centres undefined)
→ 10	-0.8	16	-3	-9	2	-16	-9	2	98
- C/C(N)=C(/C#N)C(=O)CSc1nnc(Cc2ccccc2F)n1N
→ 2&1	-1.1&-1.1	2&1	-16&8	-13&9	0&14	-4&-8	-4&2	-4&0	99&94
- O=C(C[n+]1ccsc1)c1ccccc1
→ 6	-2.6	13	-4	3	-3	-14	-10	1	103
- CN(C)c1ccnc2sc3c(=O)n(-c4ccccc4)cnc3c12
→ 11	-1.3	3	3	-7	1	11	-1	-6	96
- C=CCCC(=O)N1CCC(n2nccc2NC(=O)CCCc2ccccc2)CC1
→ 2	-2.8	-2	-8	-5	0	-5	-8	.	102
- O=C(NCCN1CCOCC1)c1ccc2c(c1)N(Cc1ccccc1)C(=O)c1ccccc1S2
→ 5	-1.9	2	9	3	-8	2	-5	-1	94
- CCc1ccc(N(CC)C(=O)Cc2c(C(=O)O)n(C)c3ccccc23)cc1
→ 5	0.6	11	2	0	1	-18	5	-1	95
- CC(=O)C1=C(C)OC(N)=C(C#N)C1c1cc2cc(C)c(C)cc2nc1Cl (centres undefined)
→ 8	-1.8	5	-1	-7	6	-12	0	2	88
- O=C(COc1ccc([N+](=O)[O-])cc1)NNC(=O)Nc1ccc([N+](=O)[O-])cc1
→ -12	-2.0	4	-1	1	-7	-25	6	-3	100
- COc1cccc(-c2nc(CS(=O)(=O)CC(=O)Nc3ccc(C(C)=O)cc3)c(C)o2)c1
→ -4	-1.4	-1	5	8	-2	18	3	-1	99
- CCN(C(=O)COC(=O)Cc1ccc(F)cc1)c1c(N)n(Cc2ccccc2)c(=O)[nH]c1=O
→ 4	-1.2	1	-3	-6	3	-6	1	3	100
- CCCOc1ccc(-c2c(C(=O)N/N=C/c3ccccc3)nnn2-c2nonc2N)cc1
→ 3	0.1	30*	-5	1	-5	-19	-1	2	101
- Cc1ccc(C(=O)OCC(=O)N(C)C2CCS(=O)(=O)C2)cc1S(=O)(=O)N1CCCCC1 (centres undefined)
→ 5	-0.4	12	-6	0	5	27	-3	1	97
- Cc1cccc(N(Cc2cc3ccccc3[nH]c2=O)C(=O)c2ccco2)c1C
→ -7	-0.5	7	-8	9	1	10	7	1	113
- Cc1cccc(NC(=O)Nc2ccc3c(c2)CCC3)c1
→ -11	5.0	21	-7	0	0	-23	1	-8	100
- COc1ccccc1CN(C)CC(=O)NC1CCCc2ccccc21 (centres undefined)
→ 6	1.6	21	-6	-8	-3	20	-2	-4	89
- COc1ccc(-c2cc(C(F)(F)F)nc(SCC(=O)NCc3cnn(C)c3C)n2)cc1OC
→ 4	-1.6	0	0	1	2	-9	-6	1	101
- CCc1ccc(C(=O)N/N=C(\C)c2cccnc2)s1
→ -12	-4.4	8	-10	-6	-5	-57	-1	0	102
- O=C(CN1CCN(S(=O)(=O)c2ccc(Cl)s2)CC1)NCc1ccc(Cl)cc1
→ 1	-1.0	0	4	3	4	-7	5	1	100
- COc1ccccc1-n1cnc2cc(C(=O)N3CCOCC3)ccc21
→ 1	1.2	-2	3	-7	2	-22	0	-1	97

Ordered by SMILES length (high to low): 3 of the compounds above
Sequence of screens – Cardio protect	MC4R barr agon	MC4R antagonist	TLR9-MyD88 inh	NOD2-RIPK2 inh	m5-HT2A agonist	SRC2 inh	ABHD5-PLIN5 inh	Glyco luc inh	ABCB6 inh MLPCN
- CCOc1cc(C(=O)NCc2nnc(SCC(=O)OC)n2C)cc(OCC)c1OCC
→ -2	-0.7	9	3	3	-2	15	-3	0	102
- CC(OCC(O)CNCC1COc2ccccc2O1)c1ccc(Cl)cc1 (centres undefined)
→ -1	2.0	9	-7	1	-2	7	10	-3	99
- CC1CCCN(CC(=O)N2c3ccccc3Sc3ccccc32)C1 (centres undefined)
→ -3	-1.3	-6	-14	2	-4	3	10	-3	97

With a hit mark in MC4R barr agon, of those listed so far:
Compound,MC4R barr agon,MC4R antagonist,TLR9-MyD88 inh,NOD2-RIPK2 inh,m5-HT2A agonist,SRC2 inh,ABHD5-PLIN5 inh,Glyco luc inh,ABCB6 inh MLPCN
Cc1ccc(NC(=O)CSc2nc(-c3ccco3)cc(C(F)(F)F)n2)cc1C,24*,-21,0,-4,0,-1,6,11,99

Source: PubChem BioAssay (several laboratories)
